GLA spleen mod = inhibits or activates alpha-galactosidase in human spleen homogenate; P06280; human spleen homogenate, 4MU-alpha-Gal fluorescence, 40 min; Potency, µM (highest dose often 80 µM), for inactives: at the highest dose activity change, negative = inhibition, actives largely listed as inhibitors; 240,000 tested, 0.008% active; AID 2107;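 also: potency is read from the fitted curve at half-maximal effect; 0% = enzyme with vehicle and -100% = no enzyme basal signal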
Target sequence (P06280 32-429 limits assumed): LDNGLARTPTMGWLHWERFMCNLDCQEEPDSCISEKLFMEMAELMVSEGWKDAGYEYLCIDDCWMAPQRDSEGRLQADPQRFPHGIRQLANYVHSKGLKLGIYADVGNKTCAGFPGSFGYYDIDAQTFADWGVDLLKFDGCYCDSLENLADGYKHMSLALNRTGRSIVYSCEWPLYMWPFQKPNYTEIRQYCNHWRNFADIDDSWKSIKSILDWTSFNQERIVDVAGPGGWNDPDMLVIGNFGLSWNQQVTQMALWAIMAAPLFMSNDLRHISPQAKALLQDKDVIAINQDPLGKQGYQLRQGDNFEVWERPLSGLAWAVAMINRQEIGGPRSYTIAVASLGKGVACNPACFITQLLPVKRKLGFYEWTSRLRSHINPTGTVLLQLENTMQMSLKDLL
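qHTS titration in buffer at pH 5.0. Alpha-galactosidase activity in spleen homogenate was measured via 4-methylumbelliferone release from 1 mM fluorogenic substrate after 40 min at 37C and a pH 10 stop. AC50 came from Hill fits of control-normalized data.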
Tau fluor cs = counter-screen for tau fibril formation inhibitors | Potency, µM (series often up to 57.7 µM), inactives show top-dose activity change, negative = decrease | 280,000 tested, 0.93% active | tau K18 P301L Alexa594 fluorescence, heparin fibrillization; also: potency is read from the fitted curve at half-maximal effect; % is scaled to controls: 0 for no effect and ±100 for the full control effect; nearly all actives have a fitted effect of over 55% in size
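Human tau K18 P301L (15 uM unlabeled, 0.24 uM Alexa 594-labeled) in 100 mM sodium acetate pH 7 with 20 uM heparin, 6 hr at 37 C. ThT 30 uM added, 1 hr ambient; Alexa 594 FP and total fluorescence read at 555/632 nm.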
Tau fibril FP = tau fibrillization inhibition (FP) | P10636 | K18 P301L tau heparin fibrillization, Alexa594 FP, 6 h | Potency, µM (series often up to 57.7 µM), without a hit: at the top dose activity, negative = inhibition, most hits filed as inhibitors | 280,000 tested, 0.39% active | AID 1468; also: potency is read from the fitted curve at half-maximal effect; % is scaled to controls: 0 for no effect and ±100 for the full control effect; nearly all actives have a fitted effect of over 55% in size
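Quantitative HTS format: compounds meet 15 uM recombinant K18 P301L tau and Alexa 594-tau tracer in 100 mM sodium acetate pH 7; 20 uM heparin triggers fibrillization at 37 C over 6 hr; FP gives the signal.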
TRb-SRC2 inh = inhibitors of human thyroid hormone receptor beta-SRC2 interaction | P10828 | Potency, µM (series often up to 106 µM), for the others: at the highest dose activity change, negative = inhibition, actives largely listed as inhibitors | TRbeta-SRC2 peptide binding, fluorescence polarization; receptor liganded with 1 µM T3 | 280,000 tested, 0.065% active;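 also: potency is read from the fitted curve at half-maximal effect; plate controls were bound peptide for no effect and peptide without receptor for full effect; nearly all actives have a fitted effect of over 50% in size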
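Human TRb LBD (0.6 uM) plus Texas Red-labeled SRC2 peptide (20 nM), 1uM T3, 5% DMSO, 5 hr at ambient temperature. Decreased polarization (555/632 nm) flags inhibition; data normalized to free and bound peptide controls.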
NPSR antag = antagonists of human neuropeptide S receptor cAMP signaling; Q6W5P4; CHO-NPSR cells, cAMP TR-FRET, antagonist mode; 220,000 tested, 1% active; Potency, µM (highest dose often 38.3 µM), inactives show at the highest dose activity change, negative = inhibition, actives largely listed as inhibitors; also: potency is read from the fitted curve at half-maximal effect; % is scaled to controls: 0 for no effect and ±100 for the full control effect; nearly all actives have a fitted effect of over 50% in size; many of its hits are not listed in these tables
TexasRed fluor = Texas Red fluorescence interference in TRb-SRC2 counter-screen. 280,000 tested, 0.29% active. TRb/SRC2 Texas Red total fluorescence interference. AID 1479. Potency, µM (highest dose often 106 µM), inactives show top-dose fluorescence change, negative = quenching; active = well fitted curve in either direction with a large enough effect; inconclusive = small, poorly fitted or top-dose-only effect; also: potency is read from the fitted curve at half-maximal effect; % is scaled to controls: 0 for no effect and ±100 for the full control effect
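Flags fluorescent or light-absorbing compounds by total fluorescence, S + 2P, at 555 nm excitation and 632 nm emission. Mixture: 20 nM Texas Red SRC2 peptide, 0.6 uM human TRb LBD, 1 uM T3, 5% DMSO; compound exposure 5 h at ambient temperature.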
Epigenetic derep = derepresses silenced GFP reporter in murine cells | 280,000 tested, 0.2% active | Potency, µM (titrated, usually from 53.9 µM), without a hit: at the highest dose GFP activation, actives largely listed as activators | murine LDR cells, GFP reporter derepression, 30 h | AID 1865; also: potency is read from the fitted curve at half-maximal effect; % of control where 0% means no effect; nearly all actives have a fitted effect of over 60% in size
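Murine LDR cells carrying a silenced, genomically integrated CMV-driven GFP reporter were exposed to compound for 30 hours at 37 C. After PBS washes, GFP-positive cells (20–120 um objects) were counted by laser-scanning microplate cytometry.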
CBFb RUNX1 block = inhibitors of human CBF-beta and RUNX1 interaction. AlphaScreen CBFb-His/RUNX1-biotin binding, biochemical. Potency, µM (highest dose often 59.8 µM), for the others: at the highest dose activity, negative = inhibition, actives largely listed as inhibitors. 230,000 tested, under 10 active; also: % of control where 0% means no effect
Target sequence (Q01196 whole entry, looked up): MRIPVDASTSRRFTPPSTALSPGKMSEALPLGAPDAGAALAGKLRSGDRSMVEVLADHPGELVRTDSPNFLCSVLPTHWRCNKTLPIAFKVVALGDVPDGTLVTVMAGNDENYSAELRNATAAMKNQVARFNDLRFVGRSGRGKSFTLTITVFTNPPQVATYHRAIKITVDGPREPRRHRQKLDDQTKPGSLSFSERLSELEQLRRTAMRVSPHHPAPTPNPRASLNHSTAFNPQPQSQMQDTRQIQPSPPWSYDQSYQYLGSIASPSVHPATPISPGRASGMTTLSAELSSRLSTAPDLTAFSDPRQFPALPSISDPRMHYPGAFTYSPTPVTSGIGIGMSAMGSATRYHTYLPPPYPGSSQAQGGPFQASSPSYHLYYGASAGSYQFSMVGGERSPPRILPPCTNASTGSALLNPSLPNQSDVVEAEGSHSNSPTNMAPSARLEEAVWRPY
Target sequence (Q13951 whole entry, looked up): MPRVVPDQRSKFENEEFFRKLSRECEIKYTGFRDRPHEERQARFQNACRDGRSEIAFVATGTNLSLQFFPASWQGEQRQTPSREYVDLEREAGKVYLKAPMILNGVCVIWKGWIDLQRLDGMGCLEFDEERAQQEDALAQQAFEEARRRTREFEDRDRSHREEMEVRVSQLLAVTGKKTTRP
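Proteins preincubated together for 20 min at RT before compound addition; 15 min later, nickel and streptavidin beads were added and left 90 min prior to AlphaScreen measurement.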
Numbers without * were called inactive; u = inconclusive; x = not tested or not shown; & = joins results of further samples; [ ] = another dose, or the depositor's remark. Unless noted, calls follow the shape of the dose curve; as a rule, active = well fitted curve in the direction sought with a large enough effect; inconclusive = small, poorly fitted or top-dose-only effect, or another doubt; inactive = no such curve, though single readings can be large; an effect the other way counts as inactive or inconclusive. Only part of the results is shown. The share of hits here may be higher or lower than overall.

(1) CC(C)CN(C(=O)CN1CCCCCC1)c1c(N)n(CC(C)C)c(=O)[nH]c1=O
(2) C=CCN1N=C(c2ccc(Cl)s2)CSC1=O
(3) Cc1cc(C)n(CC(=O)N/N=C/c2ccc([N+](=O)[O-])s2)n1
(4) O=C(NCC1CCCO1)c1cccs1 (stereo unspecified)
(5) CCCNC(=O)OC[C@@H]1O[C@H](CCO/N=C2\c3cc(OC)ccc3O[C@H](c3cccc(OC)c3)[C@H]2O)C=C[C@@H]1Oc1ccc(OC)cc1
(6) CCCNc1nc(N2CCOCC2)nc(N2CCOCC2)n1
(7) O=C(CCc1ccc(S(=O)(=O)N2CCOCC2)cc1)N/N=C/c1ccc(O)c(O)c1O
(8) O=C(CSCc1ccco1)c1cccs1
(9) Cc1ccsc1-c1n[nH]c(=S)n1CC(C)C
(10) COc1cccc2[nH]c3c(N4CCCC(C)C4)ncnc3c12 (stereo unspecified)

| Compound | 1 | 2 | 3 | 4 | 5 | 6 | 7 | 8 | 9 | 10 |
| --- | --- | --- | --- | --- | --- | --- | --- | --- | --- | --- |
| GLA spleen mod | 4% | 10% | -5% | 2% | 0%[17.5 µM] | 0% | 3% | 3% | 4% | -1% |
| Tau fluor cs | -12% | -20% | -10% | 7% | -7%[11.6 µM] | 4% | -30% | -2% | -13% | -26% |
| Tau fibril FP | -7% | -8% | 2% | -2% | 4%[11.6 µM] | 0% | u | -1% | 3% | 4% |
| TRb-SRC2 inh | -7% | 4% | 2% | -5% | 4%[11.2 µM] | -9% | -2% | -16% | -4% | -3% |
| NPSR antag | -1% | 19%[46.1 µM] | 6% | 0%[46.1 µM] | x | 2%[46.1 µM] | 7% | -1%[46.1 µM] | -1% | -19%[46.1 µM] |
| TexasRed fluor | 4% | 1% | -3% | -3% | 2%[11.2 µM] | 0% | -16% | -2% | 1% | -6% |
| Epigenetic derep | 4.2% | 0.0% | 3.9% | -6.4% | 0.0%[10.1 µM] | -1.2% | 1.1% | -1.7% | -1.9% | -6.0% |
| CBFb RUNX1 block | -7% | 2% | 3% | -4% | 13%[13.1 µM] | 9% | u | -4% | 3% | -11% |

(11) CC1CCCN(c2ccc(C(=O)NCCc3ccccc3)cn2)C1 (stereo unspecified)
(12) O=c1[nH]c2ccc(S(=O)(=O)N3CCN(C4CCCCC4)CC3)cc2[nH]c1=O
(13) Cc1ccc(C(=O)CC2(O)C(=O)N(Cc3ccccc3)c3ccccc32)c(C)c1 (stereo unspecified)
(14) CCCCn1nnnc1NCc1cc(Cl)c(OC)c(OC)c1
(15) Cc1cc(NC(=O)CCc2nc3cccnc3n2Cc2cccs2)ccc1Br
(16) CC(=O)c1cccc(N2C(=O)C3C(C(=O)Nc4cc(C)on4)C4(C)C=CC3(O4)C2C(=O)NC(C)(C)C)c1 (stereo unspecified)
(17) CCOC(=O)c1ccccc1NC(=O)c1ccccc1SC
(18) Cc1ccccc1NC(=O)c1sc2nc3c(cc2c1N)CN(Cc1ccccc1)CC3
(19) Cc1ccc2[nH]c(=O)c(CN(CCCO)S(=O)(=O)c3cccc4nsnc34)cc2c1
(20) CCOC(=O)CC(=O)CSc1[nH]c(=O)cc(C)c1C#N

| Compound | 11 | 12 | 13 | 14 | 15 | 16 | 17 | 18 | 19 | 20 |
| --- | --- | --- | --- | --- | --- | --- | --- | --- | --- | --- |
| GLA spleen mod | -3% | -6% | x | -4% | x | 6% | -9% | x | -1% | 8% |
| Tau fluor cs | -3% | 7% | -24% | -8% | u | -7% | -16% | -19% | -18% | 0% |
| Tau fibril FP | 3% | 4% | u | -4% | -14% | 3% | -2% | -2% | u | 1% |
| TRb-SRC2 inh | -5% | -6% | 6% | 5% | 6% | -3% | -8% | 4% | 5% | -4% |
| NPSR antag | u | -4%[46.1 µM] | x | 3% | x | -13% | u | x | -17%[46.1 µM] | -11%[46.1 µM] |
| TexasRed fluor | -5% | -2% | -1% | 2% | 3% | -1% | -1% | -4% | 0% | 2% |
| Epigenetic derep | 4.5% | -3.2% | u | 6.4% | -3.4% | -7.4% | -1.1% | 4.4% | -4.4% | -1.6% |
| CBFb RUNX1 block | 8% | 8% | x | 0% | x | 4% | 19% | x | -1% | 11% |

(21) Cc1ccc(NC(=O)CSc2nc(=O)cc(N)n2CCc2ccccc2)cc1
(22) CCOC(=O)c1cnc2nc[nH]n2c1=O
(23) CCc1ccccc1NC(=O)C(C#N)Cc1cccnc1 (stereo unspecified)
(24) Cc1nn(-c2nc(-c3ccco3)cc(C(F)(F)F)n2)c(C)c1Cl
(25) CCOc1ccc(N(C(=O)c2cnsn2)C(C(=O)NC2CCCCC2)c2ccncc2)cc1 (stereo unspecified)
(26) C=CCN(c1ccc(C(=O)Nc2cccc([N+](=O)[O-])c2)cc1)S(C)(=O)=O
(27) O=C(CSc1nnnn1-c1ccccc1)NCc1cccs1
(28) Cc1cc(NC(=O)CN2CCN(c3ccc(O)cc3)CC2)no1
(29) Cn1ncc(Br)c1C(=O)N1CCc2ccccc21
(30) COc1ccc(-c2cc(C(=O)O)[nH]n2)cc1OC

| Compound | 21 | 22 | 23 | 24 | 25 | 26 | 27 | 28 | 29 | 30 |
| --- | --- | --- | --- | --- | --- | --- | --- | --- | --- | --- |
| GLA spleen mod | 9% | 3% | -3% | 3% | 2% | 7% | -11% | 1% | -1% | 3% |
| Tau fluor cs | -25%&-8% | -3% | 1% | -1% | 1% | -19% | -1% | -12% | 1% | 3% |
| Tau fibril FP | -6%&-2% | -1% | 9% | 3% | 7% | 2% | -1% | 0% | 3% | 3% |
| TRb-SRC2 inh | 5%&6% | -4% | 0% | 4% | 6% | -5% | -8% | -1% | 0% | -1% |
| NPSR antag | 0% | 24% | 8% | 3%[46.1 µM] | 2%[46.1 µM] | 17% | -8%[46.1 µM] | -13%[46.1 µM] | 7% | 8%[46.1 µM] |
| TexasRed fluor | -4%&-2% | -4% | 1% | 3% | -5% | -2% | -2% | 3% | -1% | -5% |
| Epigenetic derep | 0.9%&0.0% | 3.0% | 0.0% | 1.6% | 0.0% | 5.9% | -1.9% | 0.0% | 9.5% | 5.6% |
| CBFb RUNX1 block | -3% | 20%[2.36 µM] | 3% | 1% | 3% | 0% | 3% | 1% | 9% | 16% |

(31) CCOc1cc(/C=C2/NC(=O)N(CC(=O)Nc3cccc(C)c3)C2=O)ccc1OCC(N)=O
(32) CC(=O)c1ccc(NC(=O)CSc2nnc(Cn3cnc4ccccc43)o2)cc1
(33) Cc1cc(C)cc(NC(=O)CN2C(=O)COc3ccc(S(=O)(=O)Nc4ccccc4)cc32)c1
(34) O=C(CN1CCCC1)Nc1ccc2c(c1)CCC2
(35) COCC(C)NC(=O)c1noc2c1CCc1cc(OC)ccc1-2 (stereo unspecified)
(36) CC1CCc2c(sc(NC(=O)c3cc(-c4ccc(F)cc4)on3)c2C(N)=O)C1 (stereo unspecified)
(37) CC(C)(C)NC(=O)C12CC3CC(CC(Cl)(C3)C1)C2
(38) CC(C)C(NC(=O)COc1ccc2ccccc2c1)C(=O)N/N=C/C=C/c1ccccc1 (stereo unspecified)
(39) COC(=O)c1ccc(C2=NOC(C)(c3sc(-c4ccc(Cl)cc4)nc3C)C2)cc1 (stereo unspecified)
(40) COC(=O)C1Cc2c([nH]c3ccccc23)CN1 (stereo unspecified)
(41) Cc1ccc2[nH]c(=O)cc(C(=O)OCC(=O)c3ccc(F)cc3)c2c1

| Compound | 31 | 32 | 33 | 34 | 35 | 36 | 37 | 38 | 39 | 40 | 41 |
| --- | --- | --- | --- | --- | --- | --- | --- | --- | --- | --- | --- |
| GLA spleen mod | 8% | 0% | x | 8% | 3% | x | -24% | -2% | -4% | -4% | -6% |
| Tau fluor cs | -15% | -13% | u | -1% | -3% | 4% | -7% | -3% | -7% | -17% | 4% |
| Tau fibril FP | u | -5% | u | 2% | 5% | 0% | 0% | -10% | -9% | -13% | 2% |
| TRb-SRC2 inh | 12% | 2%[53 µM] | 4% | 4% | 4% | -1% | -23% | 6% | 3% | -1% | -2% |
| NPSR antag | 2% | -9% | x | 16% | -16%[46.1 µM] | x | 2% | u | -13% | -7%[46.1 µM] | 10% |
| TexasRed fluor | 0% | 0%[53 µM] | -1% | -2% | 0% | -3% | -2% | -1% | -1% | -1% | -2% |
| Epigenetic derep | -5.8% | 0.2% | -6.6% | 3.5% | 1.1% | -0.9% | -1.0% | 8.4% | -3.0% | 6.6% | -0.4% |
| CBFb RUNX1 block | -18% | -4% | x | -2% | -4% | x | 4% | -1% | 17% | 2% | 15% |

Reformatted: 4 of the compounds above
30) COc1ccc(-c2cc(C(=O)O)[nH]n2)cc1OC
  GLA spleen mod = 3%; Tau fluor cs = 3%; Tau fibril FP = 3%; TRb-SRC2 inh = -1%; NPSR antag = 8%[46.1 µM]; TexasRed fluor = -5%; Epigenetic derep = 5.6%; CBFb RUNX1 block = 16%

31) CCOc1cc(/C=C2/NC(=O)N(CC(=O)Nc3cccc(C)c3)C2=O)ccc1OCC(N)=O
  GLA spleen mod = 8%; Tau fluor cs = -15%; Tau fibril FP = u; TRb-SRC2 inh = 12%; NPSR antag = 2%; TexasRed fluor = 0%; Epigenetic derep = -5.8%; CBFb RUNX1 block = -18%

32) CC(=O)c1ccc(NC(=O)CSc2nnc(Cn3cnc4ccccc43)o2)cc1
  GLA spleen mod = 0%; Tau fluor cs = -13%; Tau fibril FP = -5%; TRb-SRC2 inh = 2%[53 µM]; NPSR antag = -9%; TexasRed fluor = 0%[53 µM]; Epigenetic derep = 0.2%; CBFb RUNX1 block = -4%

33) Cc1cc(C)cc(NC(=O)CN2C(=O)COc3ccc(S(=O)(=O)Nc4ccccc4)cc32)c1
  GLA spleen mod = x; Tau fluor cs = u; Tau fibril FP = u; TRb-SRC2 inh = 4%; NPSR antag = x; TexasRed fluor = -1%; Epigenetic derep = -6.6%; CBFb RUNX1 block = x

High-throughput results deposited in PubChem BioAssay by National Center for Advancing Translational Sciences (NCATS).
